# Screening data (PubChem BioAssay)
# NCI-60 one-dose screen, 48 h, at 10 µM unless noted. Numbers give growth in % (100 = growth as untreated, 0 = no growth, -100 = all killed).
# HL-60(TB) = HL-60(TB) leukemia cells | 9% of 78,000 active | AID 1794776; active = growth percent below 10
# Starred values were filed as active, the others as inactive; & = joins results of further samples.
# Preview:
smiles,HL-60(TB)
CN1CCN(C(=O)[C@]2(C)CC[C@]3(C)CC[C@]4(C)C(=C3C2)C=C[C@@H]2[C@@]3(C)CCCNC(C)(C)[C@@H]3CC[C@]24C)CC1,95.3
C=CCn1c2c(c3ccccc31)CC1CN(c3ccc(OC)cc3)C(=O)C1C2C(=O)O (stereo not drawn),101.6
Cc1ccc(CBr)c2ccccc12,120.7
COc1ccc2c(c1OC)O/C(=C\c1ncc([N+](=O)[O-])n1C)C2=O,-7.9*

# All compounds of this part, repeating the preview:
smiles,HL-60(TB)
CN1CCN(C(=O)[C@]2(C)CC[C@]3(C)CC[C@]4(C)C(=C3C2)C=C[C@@H]2[C@@]3(C)CCCNC(C)(C)[C@@H]3CC[C@]24C)CC1,95.3
C=CCn1c2c(c3ccccc31)CC1CN(c3ccc(OC)cc3)C(=O)C1C2C(=O)O (stereo not drawn),101.6
Cc1ccc(CBr)c2ccccc12,120.7
COc1ccc2c(c1OC)O/C(=C\c1ncc([N+](=O)[O-])n1C)C2=O,-7.9*
CCOC(=O)c1c(/N=C2\SC(=O)/C(=C\C(=O)OC)N2NC)sc2c1CCN(C(=O)OCC)C2,107.9
CC1=NN(c2ccccc2)C(=O)/C1=C/c1cc(=O)oc2ccc3ccccc3c12,84.8
CS(=O)(=O)N1CCN(Cc2cc3nc(-c4cccc5[nH]ncc45)nc(N4CCOCC4)c3s2)CC1 (tested in a mixture with another compound),5.8*
Clc1nc(-c2ccncc2)nc2sc3c(c12)CCCCCC3,96.9
CCOC(=O)NC(=S)C1=C(N2CCOCC2)CCC1,97.0&91.7
CCc1ccc(C(=O)/C=C/C23c4ccccc4C(c4ccccc42)C2C(=O)NC(=O)C23)cc1 (stereo not drawn),-12.3*
O=C(O)c1cc(Cl)nc2ccccc12,103.1
O=C(O)CNC(=O)c1nc(-c2ccccc2)n(-c2ccc(F)cc2)n1,111.3
Cc1ccc(N=NN(C)N=Nc2ccc(C)cc2)cc1,117.5
COc1cc(-c2nc(-c3nnc(-c4ccc(F)cc4F)o3)c3ccccn23)cc(OC)c1OC,98.5
O=C(Nc1ccccc1C(=O)Nc1cccc(S(=O)(=O)C(F)(F)F)c1)c1ccccc1O,81.2
O=C(Nc1ncccc1OCc1ccccc1Cl)Nc1cccc2ccccc12,59.5
Nc1cc2c(cc1Br)-c1ccc(F)cc1C2O (stereo not drawn),79.2
O=C(N/N=C\c1ccc(N(CCCl)CCCl)cc1)C(=O)N/N=C\c1ccc(N(CCCl)CCCl)cc1,91.4
Cc1cc(C)c(C)c(CCN)c1C,99.5
CCc1sc(N)nc1-c1ccccc1,105.9
CN(C)c1ccc(/C=C2\Cc3cc(F)ccc3C2=O)cc1,80.2
CC(=O)Nc1nc(C)c(-c2csc(Nc3cccc(O)c3)n2)s1,109.5
OC(CN1CCCCC1)c1cc(Cl)cc(Cl)c1 (stereo not drawn),108.5
O=[N+]([O-])c1cc(F)ccc1Nc1cc(F)cc(F)c1,97.3
CC(=O)C(C(C)=O)C1=C(C#N)C(=N)N2C(=NN1)Sc1c(C)ccc(C)c12,124.2
CC(=O)OC(C)C(=O)OCC1OC(OC(=O)C(C)OC(C)=O)C(OC(=O)C(C)OC(C)=O)C(OC(=O)C(C)OC(C)=O)C1OC(=O)C(C)OC(C)=O (stereo not drawn),104.8
CC1CC(=O)N(CCc2ccccc2)C(=O)C1,76.4
CC(C)(O)/C=C/C(=O)[C@](C)(O)[C@H]1[C@H](O)C[C@@]2(C)[C@@H]3CC=C4[C@@H](C=C(O)C(=O)C4(C)C)[C@]3(C)C(=O)C[C@]12C,-38.9*
O=C1c2ccccc2-c2c1c1ncccc1c(=O)n2CCCn1ccnc1,115.0
COc1cc2nc(-c3ccc(NC(=O)/C=C/c4ccc(F)c(F)c4)cc3)sc2c(OC)c1OC,95.0
N#CC1(Nc2ccc(C(=O)O)cc2)CCCC1,104.3
O=C1/C(=C\c2ccc(-c3ccc(Cl)cc3)o2)C=C(c2ccc(Cl)cc2)N1Cc1ccccc1,109.5
O=C(c1ccccc1)N1c2ccccc2CC1c1c[nH]c2ccccc12 (stereo not drawn),81.7
O=S(=O)(Oc1ccc(-c2ccc3occc3c2)cc1)C1CCCCC1,98.0
Cc1ccc(Cn2c(C)ccc2C)cc1,103.8
CC1=C(CCC(C)NCc2ccc(OCCCN3CCCCC3)cc2)C(C)(C)CCC1 (stereo not drawn),-68.7*
CCCCCCCCCCCCNC(=O)N[C@H](C(=O)N[C@H]1/C=C/CCNC(=O)/C=C/[C@H](C)NC1=O)C(C)C,-25.2*
CCC(C)(C)C(=O)O[C@H]1C[C@@H](C)C=C2C=C[C@H](C)[C@H](CC[C@@H]3CC(SCC(=O)O)CC(=O)O3)[C@H]21 (stereo partly drawn),62.6
CCOC(=O)CC(=O)N(c1ccc(OC)cc1)C(C(=O)OC)c1ccccc1 (stereo not drawn),90.1
CC1(C)CC(=O)C2=C(C1)OC(C(=O)c1ccc(N=[N+]=[N-])cc1)C2c1ccco1 (stereo not drawn),103.0

# Single entries from the list.
# O=C(O)c1cc(Cl)nc2ccccc12 in HL-60(TB) has 103.1
# OC(CN1CCCCC1)c1cc(Cl)cc(Cl)c1 (stereo not drawn) in HL-60(TB) has 108.5
# Cc1cc(C)c(C)c(CCN)c1C in HL-60(TB) has 99.5
# O=C(O)CNC(=O)c1nc(-c2ccccc2)n(-c2ccc(F)cc2)n1 in HL-60(TB) has 111.3

# (cont.)
smiles,HL-60(TB)
CC(=O)CSc1ncnc2nc[nH]c12,102.9
CCN(CC)CCCC(C)Nc1nc(-c2ccccc2)nc2ccccc12 (stereo not drawn),87.1
CC1(C(=O)O)CCCN1 (stereo not drawn),100.6
O=C(C1=Cc2cc3ccccc3n2Cc2cnnn21)c1ccc(-c2ccccc2)cc1,100.0
O=C(Nc1cccc2c1Oc1ccccc1O2)C(F)(F)F,92.0
COc1ccc(/C=N/NC(=O)CN2C(=O)NC3NC(=O)NC32)cc1 (stereo not drawn),100.4
CCN1CCN(C(=O)[C@]2(C)CC[C@]3(C)CC[C@]4(C)C(=CC(=O)[C@@H]5[C@@]6(C)CC[C@H](O)C(C)(C)[C@@H]6CC[C@]54C)[C@@H]3C2)CC1,95.3
CC(O)C(=O)NCc1ccccc1 (stereo not drawn),103.0
COc1ccc(CNc2nccnn2)cc1,69.9
CC(C)(C)CC(C)(C)c1ccc(O)c(Cl)c1,119.0
C/C(=N\Nc1ccc(Cl)cc1)c1ccc(NC2=CC(=O)c3ccccc3C2=O)cc1,82.0
O=c1ccn(Cc2cn(-c3c4ccccc4nc4ccccc34)nn2)c(=O)[nH]1,75.7
Clc1ccc(C2=NN(c3ccccc3)[C@H](c3cn(-c4ccccc4)nc3-c3ccccc3)C2)cc1,116.3
CCOc1c(Cl)cc(CNCC(O)c2ccccc2)cc1OC (stereo not drawn),89.5
O=C1C2(c3ccccc3)C(c3ccccc3)=C(c3ccccc3)C1(c1ccccc1)C1CC=CC12 (stereo not drawn),76.3
CCOC(=O)C1=NN(c2ccccc2)C(=O)C1N=Nc1ccc(S(=O)(=O)Nc2ncccn2)cc1 (stereo not drawn),99.2
O=S(=O)(Nc1ccc(I)c(Cl)c1)c1ccc(-c2cnc(C3CC3)o2)cc1,-1.6*
CC(C)=CC(N)=O,100.6
Cc1ccc2c(c1)C(=O)/C(=C/c1ccc(OCC(=O)c3ccc(Cl)cc3)cc1)CS2,85.4
CCOC(=O)C1=C(N)N(c2ccc(Cl)cc2)C2=C(C(=O)CC(C)(C)C2)C1c1ccc([N+](=O)[O-])cc1 (stereo not drawn),78.1
Clc1cccc(Cc2cn3cc(-c4ccccc4)nc3s2)c1Cl,98.9
CC1(C)C(=O)CC[C@]2(C)[C@H]3C(=O)C=C4[C@H]5C[C@](C)(C(=O)N6CCCNCC6)CC[C@]5(C)CC[C@@]4(C)[C@]3(C)CC[C@@H]12,95.7
N/N=C(\N/N=C/c1ccccc1)c1ccccc1,114.1
CCN(CC)CCNc1ccc(-c2nc3sccn3c2-c2ccnc(SC)n2)cc1,97.8
CNS(=O)(=O)/N=C1\NC(=O)NC1=C(Cl)Cl,103.0
COc1ccccc1/C=C1\COc2ccc(-c3ccccc3)cc2C1=O,-47.8*
Nc1cc2nc3ccccc3oc-2cc1=O,16.2
CC(=O)c1cc2c(cc1C)C(C)CCC2(C)C (stereo not drawn),103.0
COc1cc(/C=C2\Cc3c(Br)cccc3C2=O)cc(OC)c1,86.2
O=C(CN1C(=O)S/C(=C\c2ccc(Br)cc2)C1=O)Nc1ccc(C(=O)/C=C/c2cc3ccccc3nc2Cl)cc1,93.8
COc1ccc2[nH]c(O)c(N=NC(=O)c3oc4ccccc4c3C)c2c1,53.9
CN1c2ccccc2[C@]2(C)Cc3ccccc3N[C@H]12,103.1
Fc1cc2c(cc1Cl)N(c1ncnc3ccc(-c4cnc5cncn5c4)cc13)CC2,93.6
Cc1ccc2c(c1)-c1cc(C)ccc1C2=O,101.3
COc1cc(CNC(=O)Cc2ccccc2)ccc1OCc1cn(-c2ccccc2)nn1,111.0
CSc1nc(Cl)c(Cl)cc1Cl,86.5
Cc1cccc(N)n1,99.1
CC(=O)O[C@@H]1CC[C@]2(C)[C@H]3CC[C@]4(C)[C@@H](OC(C)=O)CC[C@H]4[C@@H]3C[C@@H]3CC(N)=C[C@@]32C1,85.0
CCC(=O)c1ccc(O)c(C)c1,115.0
O=c1[nH]c(Nc2ccc(F)cc2)nc2nccc(-c3ccncc3)c12,95.8
CCOc1ccc(-c2c(C#N)c(-c3ccc(Br)cc3)nc3n[nH]c(-c4ccc(Br)cc4)c23)cc1OC,32.8
C1CCc2onc(-c3noc4c3CCCCC4)c2CC1,102.5
O=C(COc1cc(O)c2c(=O)cc(-c3ccccc3)oc2c1)Nc1ccccn1,131.0
COc1ccc(Nc2nnc(-c3ccc(OC)c(OC)c3)o2)cc1,84.2
O=C1C=Cc2ccc(O)cc2C1=O,68.4
O=C(O)C(c1ccccc1)N1C(=O)CSC1=S (stereo not drawn),129.2
CCCCC(CC)COC1CCC=CO1 (stereo not drawn),105.6
O=C(N=Nc1c(O)n(Cc2ccccc2)c2ccccc12)c1cc2ccccc2[nH]1,98.9
Cc1ccc(C(=O)NCCNc2nccc(Nc3ccc(S(=O)(=O)Nc4ccccn4)cc3)n2)cc1,102.9
O=C(O)c1cn(C2CC2)c2cc(N3CCN(Cc4cc(Cl)ccc4O)CC3)c(F)cc2c1=O,46.4
COc1ccc(C2=C(Nc3ccc(C(=O)Nc4ccccc4)cc3)C(=O)NC2=O)cc1,80.1
Cc1ccc(CNc2ccccc2)cc1,98.0
COc1ccc(N/C=c2\c(C)c(C#N)c3nc4ccccc4n3c2=O)cc1,68.6
CCOC(=O)c1nc(-c2ccccc2)oc1N1CCOCC1,91.8
CC(C)N(c1cc(=O)nc2ccccn12)C(C)C,105.5
CN(NS(=O)(=O)c1ccc([N+](=O)[O-])cc1)c1ccccc1,86.9
O=C(O)CCc1cccnc1,98.8
O=C(CC1(O)C(=O)Nc2c(Cl)ccc(Cl)c21)c1ccc(Cl)cc1Cl (stereo not drawn),80.8
O=C1CCCN1c1cnc2ccccc2c1,101.4
Cc1csc(Nc2nc(-c3cccnc3)nc(C(Cl)(Cl)Cl)n2)n1,110.4

# Next part
smiles,HL-60(TB)
CC1CCN(CCCC(=O)c2ccc(F)cc2)CC1,107.3
Cc1ccc(S(=O)(=O)Nc2cc(Cl)ccc2Cl)cc1,110.9
O=C(NS(=O)(=O)c1ccc(Cl)cc1)n1ccc2c(Cl)ccnc21,96.3
O=c1/c(=C\c2ccc(-c3ccccc3)o2)sc2nc(-c3ccco3)nn12,107.9
COc1cccc(/C=C2\COc3ccc(O)cc3C2=O)c1,-20.1*
CCOC(=O)C1C(=O)NC(C(=O)OCC)(C(=O)OCC)C1C(C)CC (stereo not drawn),87.1
CCC(Cl)CN(Cc1ccccc1)Cc1ccccc1 (stereo not drawn),100.9
COc1ccc2oc(=O)cc(Cn3cc(COc4ccc5c(c4)NC(=O)CC5)nn3)c2c1,110.6
CSc1nc(C)c(Br)c(N2CC2)n1,101.4&114.4
Cn1cc(-c2nn3cc(-c4ccc([N+](=O)[O-])cc4)nc3s2)c2cc(Br)ccc21,99.4
COc1c(Br)c(=O)n(C)c(=O)n1C,101.3
CC(=O)c1nc2ccccc2n1CCn1cncn1,113.3
CC(=O)c1ccc(S(=O)(=O)N(C)c2oc(-c3cccc4ccccc34)nc2C#N)cc1,101.3
O=C1Nc2ccccc2/C1=N/N=C/c1ccc2c(c1)OCCO2,93.0
Cc1ccc(Nc2cc(Cl)c([N+](=O)[O-])cc2[N+](=O)[O-])cc1,6.4*
COc1ccc(/C(N)=N/OC(=O)CSc2nc3ccccc3s2)cc1,94.5
CC1(C)OC(=O)C2(c3ccccc3-c3ccccc32)C1NC1CCCCC1 (stereo not drawn),90.3
CCOc1ccc(NC2=C(Cl)C(=O)c3ccccc3C2=O)cc1,32.0
COc1cccc(Cn2cc(C(=O)Nc3cccnc3Nc3ccc(Cl)cc3)nn2)c1,109.2
O=C(O)C(Cc1ccccc1)N1C(=O)/C(=C\c2ccc(-c3ccc(Cl)cc3)o2)SC1=S (stereo not drawn),96.6
O=C1NC(=S)S/C1=C\c1ccc2c(c1)OCO2,102.6
CCN(CC)CNC(=O)NC(C)=O,85.8
O=CNc1ccccc1Sc1ccc(C(=O)O)cc1[N+](=O)[O-],96.5
O=C(O)c1ccc(-n2cc(/C=N/Nc3ccc(F)cc3)c(-c3cc4ccccc4oc3=O)n2)cc1,6.1*
O=[N+]([O-])c1cc(CCl)ccc1OCCBr,119.5
CC(C)Oc1c(B(O)O)cccc1-c1nc2ccc3[nH]ncc3c2c2c1CCCC2,98.9
O=C(Nc1ccccc1)N1CCN(c2cc(-c3cn(-c4ccccc4)nc3-c3cccc(O)c3)ccn2)CC1,23.3
O=C1c2cccc3cccc(c23)C(=O)N1Nc1nc(NCc2ccccc2)nc(N2CCOCC2)n1,100.2
C=CN1C(=O)NC(C)(CC(C)C)C1=O (stereo not drawn),105.7

# An excerpt (hit frequency here may not be typical).
